Bioassay records (PubChem BioAssay)
GASC1 inh: inhibitors of GASC-1 (KDM4C) histone demethylase, primary screen, biochemical, single concentration HTS | Lysine-specific demethylase 4C (Homo sapiens), Q9H3R0 | GST-KDM4C 2-372, H3K9me3 peptide, LANCE TR-FRET | inhibition, % at 12.5 µM | hit rate 0.15% among 96,000 | AID 720574, 2013;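 active = mean replicate inhibition above about 25%, with at least 55% of replicates also reaching it, limit read from the data, passing the limit was not always enough; inconclusive = only one of those two conditions met; inactive = neither condition met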
Target sequence (Q9H3R0 2-372 limits assumed): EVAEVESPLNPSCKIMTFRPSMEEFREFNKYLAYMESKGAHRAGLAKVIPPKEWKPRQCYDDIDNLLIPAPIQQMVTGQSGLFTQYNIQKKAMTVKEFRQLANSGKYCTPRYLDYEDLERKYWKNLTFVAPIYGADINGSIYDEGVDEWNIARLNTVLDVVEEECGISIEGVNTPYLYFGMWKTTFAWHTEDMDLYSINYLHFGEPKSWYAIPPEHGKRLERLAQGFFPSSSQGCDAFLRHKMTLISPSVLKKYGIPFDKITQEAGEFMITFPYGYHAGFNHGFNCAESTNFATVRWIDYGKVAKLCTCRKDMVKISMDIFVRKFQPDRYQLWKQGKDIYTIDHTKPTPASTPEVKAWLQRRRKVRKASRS
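System: N-terminal GST-fused human GASC-1 (KDM4C) fragment, residues 2-372 / Amount: 10 nM GST-KDM4C in enzyme reaction / Also added: H3K9me3 peptide with Fe(II)/2OG / Times: 30 min demethylation and 1 h detection at room temperature / Signal: LANCE TR-FRET / Read-out basis: Fall in 671/618 emission ratio as inhibition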
Pf Dd2 inh: P. falciparum Dd2 growth inhibitors, primary screen, SYBR Green fluorescence, single dose replicates; 72 h; stronger effect = lower value; activity change, % at 10 µM; hit rate 2.3% among 94,000; in the data active = activity change below about -80%; inconclusive = no clear call, values can overlap the other calls
C diff growth: C. difficile growth inhibitors, primary screen, HTS. Clostridium difficile clinical isolate growth, OD600, 24 h; stronger effect = lower value. growth activity, negative = inhibition, % at 16 µg/mL (by protocol). hit rate 0.25% among 86,000. AID 1259249, 2017;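 active = mean growth activity at or below -80% and every replicate also at or below -80%; inconclusive = mean at or below -80% but some replicate above -80%; inactive = mean growth activity above -80%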;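 also: 0% = DMSO wells and -100% = levofloxacin 16 µg/mL wells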
T cruzi growth: T. cruzi intracellular proliferation inhibitors, primary screen, cell-based, beta-gal Tulahuen parasites, NIH3T3 host, luminescence | inhibition, % at 8.34 µM | T. cruzi beta-gal in NIH3T3, GalScreen luminescence, 90 h | AID 624255, 2012 | hit rate 5.9% among 77,000;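 active = mean inhibition above about 93%, with at least 55% of replicates each passing it, limit read from the data, passing the limit was not always enough; inconclusive = only one of those two conditions holds; inactive = neither condition holds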
* hit, by the source's call; ? = inconclusive; . = not tested or not shown; & = joins results of further samples; ! = a repeat was not active.

SMILES | GASC1 inh | Pf Dd2 inh | C diff growth | T cruzi growth
CO[C@@H]1CN(C)C(=O)c2ccc(NS(C)(=O)=O)cc2OC[C@@H](C)N(C(=O)c2ccc3c(c2)OCO3)C[C@H]1C | -1.6 | 29 | 6 | 2
C/C=C/c1ccc([C@@H]2[C@H](CO)N(Cc3cncnc3)C23CN(C(=O)CC)C3)cc1 | 0.2 | -14 | 8 | .
Cc1noc(C)c1S(=O)(=O)N(C)C[C@H]1Oc2ccc(NC(=O)c3ccncc3)cc2CC(=O)N([C@H](C)CO)C[C@H]1C | -3.6 | 5 | 4 | .
CO[C@H]1CN(C)C(=O)c2cc(NC(=O)C3CCCC3)ccc2OC[C@H](C)NC[C@H]1C | -0.7 | . | . | 18
C[C@H](CO)N1C[C@H](C)[C@H](CN(C)Cc2ccc(Oc3ccccc3)cc2)Oc2c(NC(=O)c3cnccn3)cccc2C1=O | 2.6 | 1 | 4 | 35
O=C(C[C@H]1CC[C@@H](NC(=O)Nc2ccccc2F)[C@H](CO)O1)NCc1ccc(-c2ccccc2)cc1 | -0.7 | 7 | -24 | .
C[C@@H]1CN([C@H](C)CO)C(=O)c2cc(NS(=O)(=O)c3ccccc3)ccc2O[C@H]1CN(C)S(=O)(=O)c1ccc(F)cc1 | -0.4 | -39 | . | 45
CNC[C@@H]1OCCCC[C@@H](C)Oc2ccc(NS(=O)(=O)c3cn(C)cn3)cc2C(=O)N([C@@H](C)CO)C[C@@H]1C | -10 | 36 | 12 | 51
CC(C)NC(=O)Nc1ccc2c(c1)C(=O)N([C@H](C)CO)C[C@@H](C)[C@@H](CN(C)C(=O)Nc1cccc3ccccc13)O2 | 0.1 | 5 | 2 | -18
C[C@H](CO)N1C[C@H](C)[C@H](CN(C)Cc2ccccn2)Oc2ncc(C#C[C@@H](C)O)cc2C1=O | 1.0 | -6 | 1 | -36
CO[C@@H]1CC[C@@H]2CCOc3c(C#N)cccc3C(=O)N(C)CCCC(=O)N(C)C[C@@H]1O2 | -0.2 | 21 | . | 40
C[C@H](CO)N1C[C@H](C)[C@@H](CN(C)S(=O)(=O)c2cccs2)OCCCC[C@H](C)Oc2ccc(NC(=O)CCCN(C)C)cc2C1=O | 0.8 | -14 | 1 | 45
O=C(c1ccccc1)N1C[C@H]2[C@@H](c3ccccc31)[C@@H](CO)N2Cc1cocn1 | -0.6 | 15 | 0 | 10
C[C@H]1CN([C@@H](C)CO)C(=O)c2cccc(NC(=O)Nc3ccc(C(F)(F)F)cc3)c2O[C@@H]1CN(C)C(=O)Nc1ccc(C(F)(F)F)cc1 | -0.1 | 25 | 73 | -1
COc1ccc(S(=O)(=O)N(C)C[C@@H]2OCCCC[C@H](C)Oc3ccc(NS(=O)(=O)c4ccc(F)cc4)cc3C(=O)N([C@@H](C)CO)C[C@@H]2C)cc1 | -0.4 | -53 | 12 | 118*
O=C(C1CCC1)N1CC2(C1)[C@@H](c1ccccc1)[C@@H](CO)N2Cc1cncnc1 | -1.4 | 37 | 8 | .
C[C@H](CO)N1C[C@H](C)[C@@H](CN(C)C)Oc2ccc(NC(=O)Nc3ccc(F)cc3)cc2CC1=O | 0.1 | 4 | 1&0 | .
COCC(=O)Nc1ccc2c(c1)[C@@H]1C[C@H](CC(=O)O)O[C@@H](CO)[C@@H]1O2 | 4.9 | 15 | -3 | .
C[C@@H]1CN([C@H](C)CO)C(=O)CCCn2nncc2CO[C@@H]1CN(C)Cc1cccnc1 | 0.8 | 12 | 1 | 3
O=C(C[C@H]1C[C@@H]2c3cc(NS(=O)(=O)c4ccc(F)cc4)ccc3O[C@@H]2[C@H](CO)O1)NCc1ccccc1 | -2.5 | -38 | . | 12
COc1ccc(-c2ccc3c(c2)[C@H]2[C@H](CCN2C(=O)C2CCOCC2)[C@H](CO)N3C)cc1 | 1.9 | -12 | -11 | 1
Cc1ccc(S(=O)(=O)N(C)C[C@@H]2Oc3c(NC(=O)NC4CCCCC4)cccc3C(=O)N([C@H](C)CO)C[C@H]2C)cc1 | 5.4 | -40 | -12 | 55
C[C@H]1CN([C@@H](C)CO)C(=O)Cc2cc(NS(=O)(=O)c3ccccc3)ccc2O[C@H]1CN(C)C(=O)Nc1ccc(F)cc1 | 0.9 | 10 | -3 | .
O=C(C[C@@H]1CC[C@@H](NC(=O)CN2CCOCC2)[C@@H](CO)O1)NC1CCCCC1 | -0.8 | 6 | . | -7
CN(C)C(=O)c1cccc(-c2ccc(C3[C@@H]4CN(S(=O)(=O)c5ccccc5)C[C@H]3N4)cc2)c1 (some centres not stated) | -0.6&-1.2 | -9&11 | -8&-1 | .
Cc1noc(C)c1NC(=O)N(C)C[C@@H]1Oc2ccc(NS(C)(=O)=O)cc2C(=O)N([C@H](C)CO)C[C@@H]1C | 0.7 | -2 | . | 5
O=C(c1cccc(F)c1)N1CCCCN2[C@H](CO)[C@H](c3ccc(/C=C/c4ccccc4)cc3)[C@@H]2C1 | -0.1 | -73 | 21 | 114*
CC(C)(C)[S@](=O)N1Cc2cc(C(=O)N3CCCCC3)nc(-c3cccc(-c4ccc(C#N)cc4)c3)c2[C@@H]1CCO | -0.4 | -22 | . | 101*
CC(=O)NC[C@@H]1[C@@H](c2ccc(-c3cccnc3)cc2)[C@H](CO)N1C(=O)C1CC1 | 1.3 | 6 | -10 | 14
O=C(C[C@H]1C[C@H]2c3cc(NC(=O)c4cccnc4)ccc3O[C@H]2[C@H](CO)O1)NCc1ccccc1 | -2.6 | 2 | . | 16

A run of entries of the results above, for reference:
SMILES | GASC1 inh | Pf Dd2 inh | C diff growth | T cruzi growth
Cc1noc(C)c1NC(=O)N(C)C[C@@H]1Oc2ccc(NS(C)(=O)=O)cc2C(=O)N([C@H](C)CO)C[C@@H]1C | 0.7 | -2 | . | 5
O=C(c1cccc(F)c1)N1CCCCN2[C@H](CO)[C@H](c3ccc(/C=C/c4ccccc4)cc3)[C@@H]2C1 | -0.1 | -73 | 21 | 114*
CC(C)(C)[S@](=O)N1Cc2cc(C(=O)N3CCCCC3)nc(-c3cccc(-c4ccc(C#N)cc4)c3)c2[C@@H]1CCO | -0.4 | -22 | . | 101*
CC(=O)NC[C@@H]1[C@@H](c2ccc(-c3cccnc3)cc2)[C@H](CO)N1C(=O)C1CC1 | 1.3 | 6 | -10 | 14

Next part:
SMILES | GASC1 inh | Pf Dd2 inh | C diff growth | T cruzi growth
COc1ccc(S(=O)(=O)N(C)C[C@H]2Oc3c(NC(=O)C4CCOCC4)cccc3C(=O)N([C@@H](C)CO)C[C@@H]2C)cc1 | 0.3 | -6 | -3 | 30
C[C@@H]1CN([C@H](C)CO)C(=O)c2cccc(NC(=O)Nc3ccc4c(c3)OCO4)c2O[C@@H]1CN(C)Cc1ccc(Oc2ccccc2)cc1 | -1.4 | -25 | 0 | -178
N#C[C@H]1[C@@H](c2ccc(C#CCC3CCCC3)cc2)[C@H](CO)N1C(=O)CN1CCOCC1 | -1.2 | -28 | -4 | 90
COc1ccc(NC(=O)N(C)C[C@H]2OCCCC[C@@H](C)Oc3ccc(NC(=O)Cc4ccccc4)cc3C(=O)N([C@H](C)CO)C[C@@H]2C)cc1 | -2.0 | -21 | 0 | -11
CCCC(O)C#Cc1cnc2c(c1)C(=O)N([C@H](C)CO)C[C@H](C)[C@H](CN(C)C(=O)Nc1ccc3c(c1)OCO3)O2 (some centres not stated) | 17 | -2 | -3 | .
CC(C)NC(=O)N(C)C[C@H]1OCCCC[C@H](C)Oc2ccc(NS(=O)(=O)c3ccccc3)cc2C(=O)N([C@@H](C)CO)C[C@@H]1C | 0.0 | 3 | 3 | -65
CN(C)c1ccc2c(c1)[C@@H]1C[C@@H](CC(=O)NCCN3CCCCC3)O[C@H](CO)[C@@H]1O2 | 16 | 8 | -1 | -14
C[C@H]1CN([C@@H](C)CO)C(=O)c2cccc(N(C)C)c2O[C@@H]1CN(C)C(=O)Nc1ccc2c(c1)OCO2 | 1.1 | -1 | 7 | 17
Cc1ccc(S(=O)(=O)N(C)C[C@H]2Oc3c(NC(=O)Nc4ccc(C(F)(F)F)cc4)cccc3C(=O)N([C@H](C)CO)C[C@@H]2C)cc1 | 0.8 | -63 | 10 | 85
COc1ccc(S(=O)(=O)Nc2cccc3c2O[C@H](CN(C)Cc2ccc(Cl)c(Cl)c2)[C@@H](C)CN([C@H](C)CO)C3=O)cc1 | -0.1 | -21 | 16 | 80
C[C@H](CO)N1C[C@H](C)[C@H](CN(C)C(=O)NC2CCCCC2)Oc2ccc(NS(=O)(=O)c3cn(C)cn3)cc2CC1=O | 0.8 | 19 | 8 | -2
C[C@@H]1CN([C@@H](C)CO)C(=O)c2cccc(NC(=O)Nc3ccccc3)c2O[C@H]1CN(C)S(=O)(=O)c1cccs1 | -0.5 | 13 | . | -3
C[C@H]1CN([C@@H](C)CO)S(=O)(=O)c2ccc(Br)cc2O[C@@H]1CN(C)Cc1ccccc1 | 1.5 | 4&-18 | 4&6 | 97*!
CCNC(=O)[C@@H]1[C@@H](CO)[C@@H]2Cn3c(ccc(-c4ccccc4F)c3=O)[C@@H]2N1CC | 5.4 | 1 | 1 | -11
Cc1ccc(S(=O)(=O)N(C)C[C@@H]2OCCCC[C@@H](C)Oc3ccc(NC(=O)Nc4ccc(C(F)(F)F)cc4)cc3C(=O)N([C@@H](C)CO)C[C@H]2C)cc1 | 0.2 | ? | 1 | .

6 entries picked at random from the list so far:
SMILES | GASC1 inh | Pf Dd2 inh | C diff growth | T cruzi growth
C[C@@H]1CN([C@@H](C)CO)C(=O)c2cccc(NC(=O)Nc3ccccc3)c2O[C@H]1CN(C)S(=O)(=O)c1cccs1 | -0.5 | 13 | . | -3
CC(C)NC(=O)N(C)C[C@H]1OCCCC[C@H](C)Oc2ccc(NS(=O)(=O)c3ccccc3)cc2C(=O)N([C@@H](C)CO)C[C@@H]1C | 0.0 | 3 | 3 | -65
CN(C)c1ccc2c(c1)[C@@H]1C[C@@H](CC(=O)NCCN3CCCCC3)O[C@H](CO)[C@@H]1O2 | 16 | 8 | -1 | -14
COc1ccc(S(=O)(=O)N(C)C[C@H]2Oc3c(NC(=O)C4CCOCC4)cccc3C(=O)N([C@@H](C)CO)C[C@@H]2C)cc1 | 0.3 | -6 | -3 | 30
C[C@H](CO)N1C[C@H](C)[C@H](CN(C)C(=O)NC2CCCCC2)Oc2ccc(NS(=O)(=O)c3cn(C)cn3)cc2CC1=O | 0.8 | 19 | 8 | -2
Cc1ccc(S(=O)(=O)N(C)C[C@H]2Oc3c(NC(=O)Nc4ccc(C(F)(F)F)cc4)cccc3C(=O)N([C@H](C)CO)C[C@@H]2C)cc1 | 0.8 | -63 | 10 | 85

Next records.
SMILES | GASC1 inh | Pf Dd2 inh | C diff growth | T cruzi growth
CO[C@H]1CN(C)C(=O)c2cc(NS(=O)(=O)c3cn(C)cn3)ccc2OC[C@@H](C)N(C)C[C@@H]1C | -0.7 | 11 | -3 | -22
Cc1noc(C)c1S(=O)(=O)Nc1ccc2c(c1)C(=O)N([C@H](C)CO)C[C@@H](C)[C@H](CN(C)C(=O)CCCN(C)C)OCCCC[C@@H](C)O2 | 1.3 | -26 | -6 | 25
C[C@H](CO)N1C[C@H](C)[C@@H](CN(C)C(=O)Nc2ccc3c(c2)OCO3)Oc2ccc(NC(=O)CCN3CCOCC3)cc2CC1=O | 0.9 | 1 | 2 | 53
CN1c2ccc(-c3ccccc3F)cc2[C@H]2[C@H](CCN2S(=O)(=O)c2ccc(F)cc2)[C@@H]1CO | 7.0 | 2 | 4 | 113*
C[C@@H]1CN([C@@H](C)CO)C(=O)c2c(c3ccccc3n2C)-c2ccccc2CO[C@@H]1CN(C)C(=O)Nc1ccccc1 | -0.1 | -66 | . | 39
C[C@H](NC(=O)C[C@@H]1CC[C@H](NC(=O)C2CC2)[C@@H](CO)O1)c1ccccc1 | -0.3 | 4 | 1 | .
CO[C@@H]1CN(C)C(=O)c2ccc(NC(=O)C3CCOCC3)cc2OC[C@@H](C)N(C(=O)Nc2ccc(C(F)(F)F)cc2)C[C@H]1C | -0.8 | -15 | 3 | 1
CC(C)NC(=O)N(C)C[C@H]1Oc2ccc(NC(=O)NC3CCCCC3)cc2CC(=O)N([C@@H](C)CO)C[C@H]1C | 0.0 | 3 | 11 | -51
Cc1ccc(S(=O)(=O)N(C)C[C@@H]2OCCCC[C@@H](C)Oc3ccc(NS(=O)(=O)c4ccc(Cl)cc4)cc3C(=O)N([C@@H](C)CO)C[C@H]2C)cc1 | -0.4 | 4 | 5 | 82
COc1ccc2c3c([nH]c2c1)[C@H](CO)N(S(=O)(=O)c1ccccc1)CC31CCN(C)CC1 | 2.3 | -46 | 2 | .
Cc1noc(C)c1NC(=O)N(C)C[C@@H]1Oc2ccc(NC(=O)Nc3cccc4ccccc34)cc2C(=O)N([C@H](C)CO)C[C@@H]1C | -2.0 | 10 | -5 | 25
CC(C)NC(=O)NCC[C@@H]1CC[C@H](NC(=O)CN(C)C)[C@H](CO)O1 | 1.0 | 4 | . | -30
